HSP90 refold inh: HSP90 refolding inhibition in rabbit reticulocyte lysate; inhibition, % at 5.6 µM; actives 0.91% (n = 290,000); luciferase refolding luminescence, 3 h; AID 1789;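 active means inhibition above the screen-wide mean plus 3 SD, computed separately per campaign, cut at about 16% in these data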;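 further: 0% = DMSO wells and 100% = 60 µM geldanamycin wells; inhibitors lower the luminescence because luciferase stays unfolded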
HSF-1 act: increases HSF-1 driven luciferase reporter signal. activation, % at 9 µM. NIH3T3-HGL HSF-1 luciferase reporter, MG132, 8 h; 100% = twice DMSO control signal. actives 1.7% (n = 300,000);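 active means mean replicate activation of at least 50% with a set share of replicates each reaching 50%; inconclusive means only one of those two conditions met; inactive means mean below 50% and too few replicates reaching it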;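 further: 0% = median of the neutral control wells and 100% = twice that signal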
SKKanGAS inh: blocks kanamycin growth of S. pyogenes SKKanGAS strain; BacTiter-Glo, 6 h; inhibition, % at 7.5 µM; actives 1.3% (n = 300,000);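 active means mean replicate score, as percent of positive control median, at least 50; inconclusive means mean below 50 but one replicate at or above 50; inactive means mean and every replicate below 50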;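 further: strain carries kanamycin resistance gene driven by streptokinase promoter and grows in 40 µg/ml kanamycin; loss of luminescence reflects streptokinase promoter inhibition or plain growth inhibition; 0% = median of DMSO wells and 100% = positive control at its reference dose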
aSyn UTR inh: 5' untranslated region of α-synuclein, MLPCN primary screen | inhibition, % (tested at 7.5 µM) | AID 1813 | alpha-synuclein 5'UTR reporter, inhibitor activity | actives 0.82% (n = 300,000); in the data active means inhibition above about 60%; inconclusive means no clear call, values can overlap the other calls;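 further: H4 neuroglioblastoma cells stably carrying SNCA 5'UTR luciferase fusion; 0% = DMSO wells and 100% = positive control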
KLF5 inhibitor: kruppel-like factor 5 inhibition. inhibition, % at 5 µM. DLD-1 KLF5 promoter-luciferase reporter, luminescence. actives 0.23% (n = 290,000);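 active means inhibition above a per-plate limit of that plate's mean compound inhibition plus 3 SD, cut at about 60% in these data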;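 further: 0% = DMSO wells and 100% = LY294002 at 200 µM; higher means less KLF5 promoter-driven luciferase light; inactives centre near -14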
Platelet DG rel: platelet dense granule release activity. inhibition, %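 (compounds screened at 7.5 µM in platelet-rich plasma)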. human platelet-rich plasma, SFLLRN dense granule ATP release, luminescence. actives 0.22% (n = 300,000);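 active means mean replicate score, as percent of positive control, at or above 50; inconclusive means mean below 50 but at least one replicate at or above 50; inactive means mean and every replicate below 50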
IEC-6 cytotox: counter-screen for KLF5 inhibitors: cytotoxicity in IEC-6 cells; inhibition, % at 5 µM; AID 1825; actives 0.78% (n = 290,000); IEC-6 cytotoxicity, luminescence viability; in the data active means inhibition above about 22%;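 further: 0% = plate median of test compound wells and 100% = cytotoxic reference compound wells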
HIF act: HIF pathway transcriptional activation; actives 0.32% (n = 300,000); AID 1910; U2OS HRE-luciferase reporter, luminescence; normalized: DMSO 0%, desferrioxamine 100%; activation, % at 7.5 µM (by protocol);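 active means mean activation of at least 10% of the iron chelator positive control signal, with at least half of replicates also reaching 10%; inconclusive means mean and replicate majority disagree about reaching 10%; inactive means mean and most replicates under 10%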
AI-2 QS mod: modulates the Vibrio harveyi AI-2 quorum sensing system | activity change, % at 7.5 µM | actives 0.4% (n = 300,000) | Vibrio harveyi JMH597 AI-2 luminescence/OD600 ratio, 9 h; hits give low values; strain lacks LuxN and CqsS sensors; 0 = neutral-control median; in the data active means activity change below about -75%, passing the limit was not always enough; inconclusive means no clear call, values can overlap the other calls;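 further: luminescence divided by OD600 gain over 9 h not by final OD600 alone; inactives centre near 13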
HSF1 inh: HSF1 inhibition | NIH3T3-HGL HSE-luciferase, MG132-induced, luminescence 8 h; hits give low values | actives 0.77% (n = 300,000) | activity change, negative = inhibition, % at 7.5 µM (by protocol);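 active means more than half of replicate wells show activity change below -50%, luminescence cut by over half; inconclusive means some wells, but at most half, below -50%; inactive means no replicate well below -50%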;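 further: luciferase reports HSF-1 transcriptional activity via heat shock element; 0% = median of DMSO wells and -100% = zero luminescence signal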
Numbers without * were called inactive; ? = inconclusive; nt = not tested or not shown. Outcome played no part in choosing rows (roughly 6% active in at least one column).

Sample of the layout:
SMILES	HSP90 refold inh	HSF-1 act	SKKanGAS inh	aSyn UTR inh	KLF5 inhibitor	Platelet DG rel	IEC-6 cytotox	HIF act	AI-2 QS mod	HSF1 inh
CN1CCN(S(=O)(=O)c2cc([N+](=O)[O-])ccc2N2CCCCCC2)CC1	-3	-21	-1	20	-16	-3	-5	1.5	-16	-7
COc1ccc(Cn2ccnc2SCC(=O)Nc2cccc(NC(C)=O)c2)cc1	-1	2	-2	-3	-10	2	-4	-0.7	25	-8
C=CCn1c(SCC(=O)c2[nH]c(C)c(C(=O)OCC)c2C)nc2scc(-c3ccccc3)c2c1=O	7	-17	13	?	-17	4	2	-0.9	3	-6
O=C(CSc1nnc2ccc(-c3ccc(F)cc3)nn12)NCC1CCCO1 (stereo unspecified)	nt	8	-1	1	nt	1	nt	-1.1	16	1
CC(=O)Nc1ccc(/C=C/C(=O)c2ccc3c(c2)OCCO3)cc1	6	36	-3	-41	-32	-6	-1	1.9	10	2
COc1cccc(CNC(=O)CCCn2ccc3cc(S(=O)(=O)N4CCCC4)ccc32)c1	-4	4	6	8	-12	8	-3	-0.3	39	1
COc1ccccc1C(=O)Nc1nc2ccccc2[nH]1	98*	-86	90*	100*	101*	57*	80*	-4.5	29	-83*
C=CCN1C(=O)/C(=C/c2ccc(OC(C)=O)c(OCC)c2[N+](=O)[O-])SC1=S	-2	12	77*	41	-26	0	-8	-0.3	76	4
COc1ccccc1N1CCN(/N=C(\C)c2ccccc2O)CC1	-4	5	5	-4	-81	-6	-1	-20	21	-9
CC(C)(C)NC(=O)c1sccc1C(=O)O	-1	-3	-1	19	-13	17	-9	-0.3	10	2
Cc1ccn2c(=O)nc(SCC(=O)NCc3ccccc3Cl)nc2c1	nt	7	-6	-6	nt	-19	nt	-0.1	27	0

Results, previewed entries included:
SMILES	HSP90 refold inh	HSF-1 act	SKKanGAS inh	aSyn UTR inh	KLF5 inhibitor	Platelet DG rel	IEC-6 cytotox	HIF act	AI-2 QS mod	HSF1 inh
CN1CCN(S(=O)(=O)c2cc([N+](=O)[O-])ccc2N2CCCCCC2)CC1	-3	-21	-1	20	-16	-3	-5	1.5	-16	-7
COc1ccc(Cn2ccnc2SCC(=O)Nc2cccc(NC(C)=O)c2)cc1	-1	2	-2	-3	-10	2	-4	-0.7	25	-8
C=CCn1c(SCC(=O)c2[nH]c(C)c(C(=O)OCC)c2C)nc2scc(-c3ccccc3)c2c1=O	7	-17	13	?	-17	4	2	-0.9	3	-6
O=C(CSc1nnc2ccc(-c3ccc(F)cc3)nn12)NCC1CCCO1 (stereo unspecified)	nt	8	-1	1	nt	1	nt	-1.1	16	1
CC(=O)Nc1ccc(/C=C/C(=O)c2ccc3c(c2)OCCO3)cc1	6	36	-3	-41	-32	-6	-1	1.9	10	2
COc1cccc(CNC(=O)CCCn2ccc3cc(S(=O)(=O)N4CCCC4)ccc32)c1	-4	4	6	8	-12	8	-3	-0.3	39	1
COc1ccccc1C(=O)Nc1nc2ccccc2[nH]1	98*	-86	90*	100*	101*	57*	80*	-4.5	29	-83*
C=CCN1C(=O)/C(=C/c2ccc(OC(C)=O)c(OCC)c2[N+](=O)[O-])SC1=S	-2	12	77*	41	-26	0	-8	-0.3	76	4
COc1ccccc1N1CCN(/N=C(\C)c2ccccc2O)CC1	-4	5	5	-4	-81	-6	-1	-20	21	-9
CC(C)(C)NC(=O)c1sccc1C(=O)O	-1	-3	-1	19	-13	17	-9	-0.3	10	2
Cc1ccn2c(=O)nc(SCC(=O)NCc3ccccc3Cl)nc2c1	nt	7	-6	-6	nt	-19	nt	-0.1	27	0
Cc1ccccc1C(=O)Nc1nnc(-c2ccc(C(C)(C)C)cc2)s1	2	31	-6	-37	-16	20	4	0.7	14	3
COc1ccc(-c2cc(C(=O)NCCCN3CCOCC3)no2)cc1	-4	-46	13	0	-32	0	4	-0.5	16	-41
CNS(=O)(=O)c1cccc(C(=O)OCC(=O)N(Cc2ccccc2)C(C)(C)C)c1	1	-10	-5	5	-2	5	4	-0.5	57	0
COc1ccccc1NC(=O)Cn1nnc(C(=O)NCc2ccc3c(c2)OCO3)c1N	-1	5	0	20	-19	0	6	-0.4	18	3
COC(=O)c1ccccc1NC1OC(=O)c2ccccc21 (stereo unspecified)	1	-13	2	11	-15	0	0	0.2	24	3
O=C(CSc1nnc(CNc2ccc(F)cc2)o1)N1CCCc2ccccc21	-3	23	-8	6	-16	10	0	-1.3	14	13
CC(=O)NS(=O)(=O)c1ccc(N=c2ssc3c2-c2ccc(C)cc2NC3(C)C)cc1	2	8	82*	18	-16	8	-3	0.9	27	-12
CCOC(=O)c1c(-c2ccccc2)nc2ccccn12	2	7	1	10	-3	5	1	-0.4	17	-4
Cc1ccc(NC(=O)c2cc(NC(=O)c3ccco3)ccc2N2CCOCC2)cc1	-2	-72	2	4	-31	-1	2	0.7	51	-64*
CC1CCN(S(=O)(=O)c2ccc3ncn(CC(=O)N(C)C4CCCCC4)c(=O)c3c2)CC1	1	4	4	-7	-31	3	-4	-0.2	-8	1
CCOc1ccc(/C=N/NC(=O)c2ccc(Cn3cc([N+](=O)[O-])cn3)o2)cc1	-7	-67	-3	-36	-38	5	-2	1.4	48	-55*
Cc1ccccc1NS(=O)(=O)c1ccc(C(=O)NCC(c2ccco2)N2CCCCC2)cc1 (stereo unspecified)	nt	-6	-2	-1	nt	4	nt	1.3	39	-1
CC(=O)/C(=C/Nc1ccc(Oc2ccccc2)cc1)c1ccccc1	4	2	2	23	18	-1	6	-0.1	34	-7
O=C(Nc1cccc(F)c1)c1cccc(S(=O)(=O)N2CCOCC2)c1	3	-7	0	-8	6	3	1	0.2	-10	6
Cc1noc(C)c1COC(=O)c1ccccc1Oc1ccccc1	0	57*	20	8	-17	-8	-3	-0.5	6	14
COc1ccc(C(=O)c2sc(Nc3ccccc3)nc2N)cc1	-4	-1	16	-25	-63	5	-1	0.4	7	10
COc1ccc(CNC(=S)N2CCN(S(=O)(=O)c3cccc(F)c3)CC2)cc1	1	-2	-5	-7	10	1	-4	-1.2	18	-7
COc1ccc(CCNC(=O)c2csc3c2CCCC3)cc1OC	-2	6	-5	19	-2	12	-7	1.0	3	3
O=C1CCN(C(=O)/C=C/c2ccccc2)c2ccccc21	-4	24	-9	-39	-8	-3	0	1.6	7	12
O=C(O)c1sccc1NC(=O)c1c(Cl)cccc1Cl	3	-2	3	1	12	12	4	-0.4	6	-2
COc1cccc(CNc2cccc3cccnc23)c1O	20*	76*	-2	-88	-2	-4	11	0.2	7	37
CC1CCCN(c2ccc(C(=O)NCc3ccco3)cc2[N+](=O)[O-])C1 (stereo unspecified)	3	49	-3	-18	-54	-13	-2	0.2	31	18
CCOc1ccc(NC(=O)CCN2C(=O)c3ccccc3C2=O)cc1	5	-14	nt	13	-17	-5	1	-1.1	13	-7
CCOc1cc(OCC)cc(C(=O)NCCCN2CCOCC2)c1	2	-1	0	33	-9	11	1	0.2	-10	-4
O=[N+]([O-])c1ccc(Nc2ccc(N3CCOCC3)cc2)c([N+](=O)[O-])c1	-2	-2	15	-16	-22	2	6	-0.1	17	5
CCOC(=O)Cn1c2ccccc2c2nc3ccccc3nc21	0	-3	4	-20	0	-4	-1	0.9	-5	7
COc1ccc(-c2csc(NC(=O)c3cc(C)on3)c2C#N)cc1OC	-1	-32	23	3	-38	-6	-2	0.1	22	-36
O=[N+]([O-])c1cc(F)c(N2CCCCC2)cc1N1CCOCC1	-1	-2	1	3	1	0	2	-0.1	14	-6
Cc1ccc(NS(=O)(=O)c2ccc(N/N=C/c3ccncc3)c([N+](=O)[O-])c2)c(C)c1	-5	30	7	20	-5	12	-6	-0.9	7	13
Cc1nonc1C1CCCN1C(=O)c1cc(COc2ccc(F)cc2Cl)on1 (stereo unspecified)	6	22	2	-21	-27	0	2	0.1	23	0
Cc1cc(NC(=O)C2CCN(S(=O)(=O)c3c(C)noc3C)CC2)ccc1Br	4	2	-9	21	-20	-22	3	nt	35	-12
COC(=O)c1ccc(CNC(=O)c2ccc3c(c2)OCCO3)cc1	2	26	4	-26	-40	-13	1	0.8	11	2
CCCCCN(C(=O)NC(=O)NC(C)CC)S(C)(=O)=O (stereo unspecified)	2	-21	1	2	12	15	0	-0.5	6	-12
c1ccc(OCc2cc(-c3ccccc3)no2)cc1	2	61*	9	-169	-45	4	-3	3.1	-96*	20
N#CC1=C(N)Oc2cc(O)c(Cl)cc2C1c1cccnc1 (stereo unspecified)	1	-19	2	-10	-15	7	1	-0.3	-3	1
CSc1cc(-c2ccc(Cl)cc2)[nH]c(=O)c1C#N	5	6	-4	19	-20	1	-2	-0.5	9	4
CC1CN(CCOCCOc2ccccc2-c2ccccc2)CC(C)O1 (stereo unspecified)	-6	8	5	6	-27	8	-3	-0.4	-2	-6
Cc1cc(Oc2ccccc2)nc(NCc2ccccc2)n1	2	-12	21	20	19	-5	7	-0.5	9	-5
O=C(COC(=O)c1cc2ccccc2cc1O)c1ccccc1	4	-19	-5	-28	-14	-11	12	0.5	7	-2
CC1CCCN(c2nc3nonc3nc2N2CCCC(C)C2)C1 (stereo unspecified)	1	-3	-8	34	-28	-6	-1	-0.2	16	-4
O=C(CCC1CCCN(C(=O)Cc2ccc(F)cc2)C1)N1CCN(c2ccccn2)CC1 (stereo unspecified)	-1	-2	1	10	-22	2	1	0.2	-15	-1
O=C(CSc1nnc(-c2ccco2)o1)c1ccccc1Cl	-3	6	21	1	-26	1	-3	2.6	13	19
COc1cc(NC(=S)NC(=O)c2cccs2)ccc1NC(=O)C(C)C	0	17	-4	-53	-65	4	6	1.7	4	4
Cc1nn(C)c(C)c1CN(Cc1nc(-c2ccc(F)cc2F)oc1C)C1CC1	2	-3	-4	25	9	5	-10	0.1	11	-1
Cc1cccc(N2CCN(C(=O)c3ccc(NS(=O)(=O)c4ccc5[nH]c(=O)[nH]c5c4)cc3)CC2)c1C	2	-5	-3	10	-23	-7	-10	0.1	24	-7
COc1ccc(-n2c(C)cc(C(=O)COc3ccc(C)nc3[N+](=O)[O-])c2C)cc1	2	-40	1	-7	-26	10	2	-0.3	10	-20
Cc1cc(C)c(C)c(S(=O)(=O)NCCCN2CCCC2=O)c1C	1	-11	-3	6	-21	30	2	-0.1	22	-14
CC(=O)N(C)c1ccc(NC(=O)Nc2ccc(C)cc2)cc1	-1	22	-12	-76	-42	5	-1	0.8	-5	4
CC(c1ccccc1)C1CC(=O)N(c2ccccc2)C1=O (stereo unspecified)	-3	20	1	3	-27	13	-3	-0.3	27	2
